SENP8 block-1: inhibitors of human SENP8 protease; recombinant SENP8, Nedd8 substrate fluorescence; Q96LD8; AID 602440; actives 0.64% (n = 360,000); inhibition, % at 20 µM; in the data active = inhibition mostly above about 40%, no sharp cut-off; inactive = mostly below about 27%
SENP1 FRET inh: blocks the human SENP1 SUMO protease catalytic domain | Q9P0U3 | recombinant SENP1 catalytic domain, CyPet-SUMO1-YPet FRET cleavage | inhibition, % at 10 µM | actives 0.21% (n = 360,000) | AID 624204;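 active = inhibition at least 30% at 10 µM, raw YFP signal under a set limit, fluorescence ratio 0.5 to 1.5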;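 also: 0% = enzyme with DMSO and 100% = no enzyme wells; some results filed as inactive read as strong as hits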
Target sequence (Q9P0U3 419-644 limits assumed): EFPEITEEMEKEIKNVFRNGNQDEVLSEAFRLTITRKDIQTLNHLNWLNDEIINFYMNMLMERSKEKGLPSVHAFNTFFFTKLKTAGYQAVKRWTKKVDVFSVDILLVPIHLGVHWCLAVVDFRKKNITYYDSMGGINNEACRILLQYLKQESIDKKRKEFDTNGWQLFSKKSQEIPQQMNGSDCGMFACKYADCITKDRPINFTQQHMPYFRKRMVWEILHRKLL
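Test system: recombinant human SENP1 catalytic domain, His6-tagged / Medium: pH 8 Tris buffer with EDTA, NaCl, BME, BSA, NP40, catalase / Also added: SUMO1 FRET substrate flanked by Cypet and Ypet, 25 nM / Times: 50 min reaction at room temperature / Signal: FRET, CFP and YFP emission / Control set: no-enzyme low control and enzyme-plus-DMSO high control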
A3G deaminase: inhibitors of human APOBEC3G DNA deaminase; recombinant A3G, ssDNA deamination FAM/TAMRA fluorescence; inhibition, % at 20 µM; actives 0.28% (n = 330,000);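 active = inhibition of at least 40% at 20 µM, with no more than 30% in the related APOBEC3A deaminase screen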;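 also: plate controls were DMSO wells with A3G for no effect and wells lacking A3G enzyme for full effect; some compounds called inactive have numbers as strong as hits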
Apaf-1 inh: blocks human Apaf-1 apoptosome activity; reconstituted apoptosome caspase-3 activity, DEVD-Rh110 fluorescence; actives 0.71% (n = 330,000); O14727; inhibition, % at 20 µM; AID 489030; active = inhibition of at least 40% at 20 µM;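 also: plate controls were DMSO wells for no effect and DEVD-CHO caspase inhibitor wells for full effect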
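System – cell-free apoptosome with Apaf-1, procaspase-3 and caspase-9 · Buffer or medium – pH 7.5 Hepes buffer with CHAPS, BSA, DTT · Also added – cytochrome c with DEVD-Rh110 · Times – 30 min compound preincubation, 50 min activation, room temperature · Technique – Rh110 fluorescence intensity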
SENP7 block: SENP7 protease inhibition | Q9BQF6 | recombinant SENP7, Z-RLRGG-aminoluciferin luminescence, 40 min | inhibition, % at 5 µM | actives 1.5% (n = 330,000) | AID 434973;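 active = inhibition above about 50% at the single test dose, limit read from the data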;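 also: plate controls were DMSO with enzyme for no effect and no enzyme buffer wells for full effect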
Target sequence (Q9BQF6 706-1050 limits assumed): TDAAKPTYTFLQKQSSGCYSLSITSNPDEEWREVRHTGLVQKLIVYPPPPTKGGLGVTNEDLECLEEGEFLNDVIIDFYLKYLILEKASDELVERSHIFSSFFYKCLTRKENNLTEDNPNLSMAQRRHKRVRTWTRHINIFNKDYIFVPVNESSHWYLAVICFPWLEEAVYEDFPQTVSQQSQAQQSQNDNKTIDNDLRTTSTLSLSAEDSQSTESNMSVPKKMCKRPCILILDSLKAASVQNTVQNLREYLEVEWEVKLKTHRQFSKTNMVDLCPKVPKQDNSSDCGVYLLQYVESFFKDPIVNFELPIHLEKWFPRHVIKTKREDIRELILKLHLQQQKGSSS
UBC13 inh: inhibitors of human UBC13 polyubiquitin chain formation. AID 485273. P61088. actives 0.47% (n = 330,000). TR-FRET. inhibition, % at 20 µM; in the data active = inhibition above about 45%, passing the limit was not always enough
SENP6 block: blocks the human protease SENP6; Q9GZR1; Recombinant SENP6 catalytic domain, aminoluciferin luminescence; inhibition, % at 10 µM; actives 1.8% (n = 330,000); AID 2599;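 active = inhibition above about 50% at the single tested dose, limit read from the data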;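 also: plate controls were DMSO wells with enzyme for no effect and DMSO wells lacking enzyme for full effect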
Target sequence (Q9GZR1 628-1112 limits assumed): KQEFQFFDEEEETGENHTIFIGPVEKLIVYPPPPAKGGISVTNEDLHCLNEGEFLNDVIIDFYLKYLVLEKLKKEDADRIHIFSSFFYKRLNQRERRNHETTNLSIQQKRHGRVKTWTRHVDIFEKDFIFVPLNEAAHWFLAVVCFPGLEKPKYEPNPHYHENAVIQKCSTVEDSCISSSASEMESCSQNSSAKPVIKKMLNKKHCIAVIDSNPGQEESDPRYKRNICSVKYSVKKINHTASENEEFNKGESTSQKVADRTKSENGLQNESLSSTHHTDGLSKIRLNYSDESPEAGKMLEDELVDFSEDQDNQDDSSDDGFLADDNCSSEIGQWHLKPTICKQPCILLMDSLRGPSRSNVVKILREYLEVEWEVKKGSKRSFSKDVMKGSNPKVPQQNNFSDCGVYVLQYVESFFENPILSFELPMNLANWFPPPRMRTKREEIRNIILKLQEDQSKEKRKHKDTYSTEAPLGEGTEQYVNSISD
SENP8 block-2: blocks the human protease SENP8 | purified SENP8, Z-RLRGG-aminoluciferin cleavage, luminescence | inhibition, % at 10 µM | actives 1.2% (n = 330,000) | AID 2540; in the data active = inhibition above about 50%
Active calls of the source: *.

SMILES	SENP8 block-1	SENP1 FRET inh	A3G deaminase	Apaf-1 inh	SENP7 block	UBC13 inh	SENP6 block	SENP8 block-2
CN(CC(=O)Nc1cccc(F)c1)C(=O)C1CCN(C(=O)c2ccc(Cl)cc2)CC1	1	-1	-8	21	9	12	-2	1
C=CCOC(=O)C1=C(C)NC(=S)C(C#N)(CC=C)C1c1ccccc1Cl (stereo not drawn)	20	-2	5	5	1	15	-4	14
COc1ccc(NC(=S)Nc2cc(C)[nH]n2)cc1Cl	-4	3	4	-14	11	-2	9	0
COc1ccc(C(=O)N[C@H](C(=O)NCc2cccs2)C(C)C)cc1	2	1	-4	10	-5	-3	-16	-7
Cc1sc2ncnc(NCc3ccccc3)c2c1C	-1	-2	-3	1	3	8	-4	-4
O=S(=O)(c1cccc(F)c1)N1CCN(c2ncnc3scc(-c4ccc(F)cc4)c23)CC1	0	-5	1	18	0	-6	-9	2
CN1CCN(CCCNC(=O)c2cc3c(=O)n(C)c4ccccc4c3s2)CC1	-447	4	3	23	0	40	-6	1
Cn1c2ccccc2c(=O)c2cc(C#Cc3ccsc3)ccc21	-490	-30	-10	22	37	12	-19	-28
COC(=O)c1nn(-c2ccccc2)c(Cl)c1/C=N/OCc1c(Cl)cccc1Cl	-24	0	-6	-13	-5	-5	6	3
CC1CCC(=NNC(=O)c2ccccc2-n2cccc2)CC1 (stereo not drawn)	8	2	-9	3	2	-3	-4	3
CCOc1ccc(Nc2ncnc3c2nnn3Cc2ccccc2)cc1	-12	1	-3	5	1	1	-11	-5
Cc1ccc(NC(=O)CCC(=O)N/N=C/c2cccs2)cc1	10	2	-8	-4	-1	-27	-20	-9
Cc1nnsc1S(=O)c1ccc(Cl)cc1 (stereo not drawn)	20	1	-7	0	0	3	-25	1
CC(=O)c1sc(NC(=O)c2c(F)cccc2F)nc1-c1ccccc1	-10	-2	-4	3	-8	-21	-23	-8
NC(=S)NNC(=O)/C(=C/c1ccc(Br)cc1)NC(=O)c1ccccc1	3	1	-5	0	9	-5	-17	-13
Cc1cc(C)c(NC(=O)C2CCN(c3cnccn3)CC2)c(C)c1	-238	1	0	6	-5	-11	-17	-7
C/C(=C\c1ccc(F)cc1)C(=O)c1c(C)cc(C)[nH]c1=O	13	0	-6	-2	3	4	-12	6
CN(C)S(=O)(=O)c1ccc(C(=O)Nc2nnc(-c3ccc4c(c3)CCCC4)o2)cc1	11	1	-1	14	0	-53	2	10
Cc1ccnc(NC(=O)CNC(=O)c2ccc(C)s2)c1	4	1	11	-5	12	-9	-7	4
Cc1ccc(NC(=O)c2cc(C)n(-c3cccc(C)c3)c2C)cc1	17	-3	-3	4	-3	-7	18	-4
CCOC(=O)c1c(N)sc(C(=O)Nc2ccccc2)c1C	-29	3	-7	3	85*	2	84*	73*
COc1ccc(/C=N/NC(=O)CCCOc2ccc(Cl)cc2Cl)cc1	20	2	-6	15	-3	4	-23	-17
O=C(Nc1cc(Cl)cc(Cl)c1)c1coc(=O)c(Br)c1	-413	-57	6	-6	8	4	-46	-11
CC(=O)N1CCN(C(=O)c2cc(S(=O)(=O)N3CCCCC3)ccc2Cl)CC1	2	-1	-10	-2	-2	0	-4	-5
S=c1[nH]nc(-c2ccco2)n1C1CCCCC1	-13	3	44*	-5	3	15	9	0

Sorted by value in SENP6 block (ascending): 3 from the list above.
molecule | SENP6 block
Cc1nnsc1S(=O)c1ccc(Cl)cc1 (stereo not drawn) | -25
CC1CCC(=NNC(=O)c2ccccc2-n2cccc2)CC1 (stereo not drawn) | -4
CN(CC(=O)Nc1cccc(F)c1)C(=O)C1CCN(C(=O)c2ccc(Cl)cc2)CC1 | -2

Later entries.
SMILES	SENP8 block-1	SENP1 FRET inh	A3G deaminase	Apaf-1 inh	SENP7 block	UBC13 inh	SENP6 block	SENP8 block-2
COc1ccccc1NC(=O)Cn1nnc(C(=O)Nc2ccccc2)c1N	4	-4	-5	8	3	-4	-5	6
COc1ccc2nc(NC(=O)CCNS(=O)(=O)c3ccc4c(c3)oc(=O)n4C)sc2c1	-1	2	-5	-11	-1	4	-9	-2
Cc1c(C(=O)N2CCN(Cc3ccccc3)CC2)oc2c1C(=O)CCC2	6	2	-4	-8	13	3	-17	-7
COc1ccc(OCc2cc(C(=O)NCc3cccc(C)n3)no2)c(Cl)c1	1	-2	-3	11	-7	-6	-6	-3
Nc1nc2ncc(-c3ccsc3)c(N)n2n1	4	2	-8	0	-1	12	4	3
CC1CCCN(C(c2ccccc2)c2sc3ncnn3c2O)C1 (stereo not drawn)	16	1	-7	-11	-4	-5	-4	0
CC(=O)N/N=C(\C)C1COc2ccccc2O1 (stereo not drawn)	41*	1	-9	-22	5	-4	-3	5
COc1ccc(-n2nc3cc(N)c(Br)cc3n2)cc1	-358	-22	-6	69*	67*	3	84*	74*
Cc1nc2sccn2c(=O)c1S(=O)(=O)Nc1ccc(N2CCN(S(C)(=O)=O)CC2)cc1	11	3	-2	1	-3	-14	-14	-7
COc1cccc(C(=O)NCC(c2ccc3c(c2)OCO3)N2CCN(c3ccc(F)cc3)CC2)c1 (stereo not drawn)	16	2	-10	23	-8	-6	-10	-1
CC12CCC(C(=O)N(NC(=O)c3cccnc3)C1=O)C2(C)C (stereo not drawn)	1	0	-7	8	-3	-9	-2	-8
CCOc1ccccc1C(=O)OC(C)C(=O)Nc1ccc(S(=O)(=O)N2CCCC2)cc1 (stereo not drawn)	4	1	-9	5	-2	21	1	5
O=C(Nc1ccc(Cl)c(Cl)c1)O/N=C/c1ccncc1	15	2	-6	12	-8	-8	-4	-11
COc1cccc(NC(=O)CCC(=O)N2CC(C)Oc3ccc(C)cc32)c1 (stereo not drawn)	17	2	-8	9	10	6	-17	-6
Cc1cc(O)c(-c2n[nH]c3c2C(c2cccc(O)c2)N(Cc2cccnc2)C3=O)cc1Cl (stereo not drawn)	-9	3	-4	16	6	42	-18	-4
Cc1ccn2cc(CCNC(=O)C3CC=CCC3C(=O)O)nc2c1 (stereo not drawn)	-39	-1	-10	-24	-6	22	-4	-1
CCCCCCCNC(=O)C1(CC2CC(c3cccc(Br)c3)=NO2)CCN(C(=O)C2(C)CC2)CC1 (stereo not drawn)	12	1	-11	20	1	20	-4	2
COc1ccc(C)cc1NC(=O)n1ncc2cc(Cl)ccc21	6	1	0	3	3	-2	-2	-1
COc1cccc(NC(=O)CSc2nnc(-c3cc(-c4ccccn4)nc4ccccc34)o2)c1	-2	3	-4	-12	-4	-5	-6	5
Cc1ccc(-c2ccc(=O)n(CC(=O)NCC3COCCO3)n2)cc1 (stereo not drawn)	-34	0	1	0	-3	-8	15	-5
NC(=O)CC1SC(N)=NC1=O (stereo not drawn)	16	1	-2	-9	5	6	-16	-7
COC(=O)c1cc(S(=O)(=O)NCc2ccc(F)cc2)cn1C	12	1	1	-7	-5	5	-6	-3
O=C(Oc1ccc(/C=N/O)cc1)c1ccccc1Cl	-6	3	-1	9	71*	5	86*	63*
Cc1noc(N)c1C(=O)Nc1ccc(F)cc1	14	-1	5	-6	1	-5	3	-3
O=C(Cc1ccsc1)N1CCN(S(=O)(=O)c2cccc(F)c2)CC1	-12	-1	-4	4	-12	-6	-2	-3
SMILES	SENP8 block-1	SENP1 FRET inh	A3G deaminase	Apaf-1 inh	SENP7 block	UBC13 inh	SENP6 block	SENP8 block-2
Cc1cc(NC(=O)CSc2nnc(-c3ccccc3Cl)o2)no1	16	-1	-10	-3	2	-2	8	0
Cc1ccccc1NC(=O)CCC(=O)N/N=C/c1cccnc1	-3	1	-6	-5	7	8	8	-4
O=C(Nc1cccc(O)c1)C1CC(c2ccc(Cl)cc2)=NO1 (stereo not drawn)	16	2	-8	-8	2	10	-5	-4
O=C1CC(C2CCCO2)C(=O)N1Cc1ccccc1 (stereo not drawn)	6	-1	-8	-6	5	-4	7	2
Cc1ccc(NC(=O)CN(C)C(=O)c2cn(Cc3ccccc3)nc2-c2cccnc2)cc1	23	4	-1	1	-8	7	-6	13
C=CCOc1nc2c(c(=O)n(C)c(=O)n2C)n1C	7	1	-8	-32	14	2	-3	2
O=c1nc2ccccn2c2ccc(S(=O)(=O)N3CCCCC3)cc12	-296	0	-8	-4	-2	12	14	8
CC(C)CNc1nc(N)c([N+](=O)[O-])c(NCC2CCCO2)n1 (stereo not drawn)	28	1	-4	7	-4	-1	-31	-8
N#Cc1nc(-c2ccc(OCc3ccc(Cl)cc3)cc2)oc1NCc1cccnc1	-372	2	1	10	-4	-2	-18	-5
Cc1ccc(SCC(=O)N/N=C/c2ccco2)cc1	-3	2	-5	-2	-1	3	19	2
CC(C)N(Cc1nc(-c2ccccc2)no1)C(=O)CSc1ccccc1	33	0	-8	16	-8	-4	-4	-8
CC(C)CCn1cnc2c(NCc3ccccc3)ncnc21	16	2	-4	4	-1	7	6	-2
CCCN1CCN(CCCNC(=O)C2CCN(c3nnc(-n4c(C)ccc4C)s3)CC2)CC1	6	-1	-6	11	0	3	3	8
CCN1CCN(c2ccc(S(=O)(=O)N3CCCCC3)cc2NC(=O)Cc2ccc(OC)cc2)CC1	2	-1	-10	4	6	11	9	6
Cc1n[nH]c(=O)nc1NCc1ccco1	12	2	7	7	4	-4	-3	-2
COc1cc2[nH]c(=O)n(Cc3ccc(C(=O)NCCCN4CCN(C)CC4)cc3)c(=O)c2cc1OC	-72	-1	5	4	17	7	-6	3
CC1(CCc2ccc3c(c2)OCO3)NC(=O)c2ccccc2N1 (stereo not drawn)	-276	-8	-4	4	-5	11	-9	4
O=C(Nc1ccc(C#Cc2ccccc2)cc1)C1CC1	8	1	0	-7	68*	2	47	26
COc1cc(CC(=O)OCC(=O)NCc2ccco2)cc(OC)c1OC	-3	1	1	1	9	-4	-4	4
Cc1ccc(NC(=S)NNC(=S)Nc2ccc(C)cc2C)cc1	-3	3	-10	-4	-7	-11	-8	-2
COc1ccccc1NC(=O)N1CCC(c2nc3ccccc3o2)CC1	16	1	-10	5	-4	-3	-36	-8
O=C(c1ccccc1)c1coc2ccc(O)c(CN3CCOCC3)c12	15	2	-1	6	3	-10	-1	2
CCn1c(S(=O)(=O)O)nc2ccccc21	6	3	-5	-12	2	0	-9	-5
Cc1ccc2c(c1)N(C(=O)CCC(=O)NCc1ccccc1)CC(C)O2 (stereo not drawn)	9	2	-2	0	-8	5	6	-3
NS(=O)(=O)c1cccc(NC(=O)CSc2nnc(C3CC3)n2-c2ccccc2)c1	14	3	-8	-2	-2	11	-5	0
Cc1cnc(NC(=O)c2ccc(OCC3CCCO3)cc2)s1 (stereo not drawn)	-76	2	-10	-16	37	5	-24	10
COc1ccc2c(c1)CC/C2=N\OC(=O)c1ccccc1OC	25	1	-2	3	67*	6	68*	42
CC(C(=O)OCC(=O)Nc1ccc2c(c1)OCO2)N1C(=O)c2ccccc2C1=O (stereo not drawn)	9	-1	-3	-3	-1	-4	18	8
O=C(c1cc(C2CC2)on1)N1CCN(C(c2ccccc2)c2ccccc2)CC1	8	-2	-1	5	4	6	15	2
N/C(Cc1cccc2ccccc12)=N\OC(=O)Cc1cccs1	5	4	-3	4	-8	-3	-2	-1

Profiles, quoted from the list.
`Cc1ccc(SCC(=O)N/N=C/c2ccco2)cc1` is listed with SENP8 block-1: -3; SENP1 FRET inh: 2; A3G deaminase: -5; Apaf-1 inh: -2; SENP7 block: -1; UBC13 inh: 3; SENP6 block: 19; SENP8 block-2: 2
`COc1ccc2c(c1)CC/C2=N\OC(=O)c1ccccc1OC` is listed with SENP8 block-1: 25; SENP1 FRET inh: 1; A3G deaminase: -2; Apaf-1 inh: 3; SENP7 block: 67*; UBC13 inh: 6; SENP6 block: 68*; SENP8 block-2: 42

High-throughput results: PubChem BioAssay, Sanford-Burnham Center for Chemical Genomics
